# IDH1 R132H inh: blocks human IDH1 R132H reductase activity | diaphorase/resazurin fluorescence, 60 min | AID 624101 | O75874 | 70,000 tested, 0.18% active | inhibition, % at 10 µM; in the data active = inhibition above about 34%; inconclusive = no clear call, values can overlap the other calls; inactive = below about 11%;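 also: 0% = DMSO and 100% = no enzyme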
# Target sequence (O75874 whole entry R132H): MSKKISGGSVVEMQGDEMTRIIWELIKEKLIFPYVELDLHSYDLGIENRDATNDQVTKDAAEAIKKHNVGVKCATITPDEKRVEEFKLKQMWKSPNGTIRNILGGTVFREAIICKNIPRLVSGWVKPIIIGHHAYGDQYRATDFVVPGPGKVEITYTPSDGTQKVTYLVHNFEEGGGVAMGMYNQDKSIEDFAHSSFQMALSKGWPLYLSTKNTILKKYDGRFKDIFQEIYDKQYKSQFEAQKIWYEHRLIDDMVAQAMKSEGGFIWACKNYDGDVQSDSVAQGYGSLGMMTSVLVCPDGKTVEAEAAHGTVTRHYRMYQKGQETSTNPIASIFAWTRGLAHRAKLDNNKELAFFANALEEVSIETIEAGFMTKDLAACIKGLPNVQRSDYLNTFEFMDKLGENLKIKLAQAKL
# EZH2 inh: blocks human EZH2/PRC2 H3K27 methylation; DELFIA TRF, 1 h; 57,000 tested, 0.35% active; AID 651548; inhibition, % at 12.5 µM; Q15910;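 active = mean inhibition of replicates at least 50% and every single replicate also reaching 50%; inconclusive = mean inhibition at least 50% but some replicate falls below 50%; inactive = mean inhibition under 50%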;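 also: dimethyl H3K27 on biotinylated H3 21-44 peptide detected by antibody; plate controls were median neutral control wells for no effect and median positive control wells for full effect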
# An asterisk follows results filed as active; ? = inconclusive; . = no result given. The list is partial; rates above refer to the full screens.
SMILES,IDH1 R132H inh,EZH2 inh
CC(C)NC(=O)Nc1ccc2c(c1)C(=O)N([C@@H](C)CO)C[C@@H](C)[C@H](CN(C)C(=O)Nc1ccccc1)OCCCC[C@@H](C)O2,1.7,-3.6
C[C@H](CO)N1C[C@H](C)[C@H](CN(C)C(=O)Nc2ccc3c(c2)OCO3)Oc2ccc(NC(=O)CCN3CCOCC3)cc2C1=O,0.2,.
CO[C@@H]1CN(C)C(=O)c2cc(NS(C)(=O)=O)ccc2OC[C@H](C)N(C(=O)C2CCCCC2)C[C@@H]1C,0.0,-7.0
CSc1nc(SCC(=O)Nc2cccc(C)c2)c2c3c(sc2n1)CCCC3,0.1,2.9
COc1ccccc1-c1cnc2c(c1)C(=O)N([C@@H](C)CO)C[C@H](C)[C@@H](CN(C)C)O2,-0.9,-10.0
COC(=O)c1ccc(NC(=O)CSc2nnc(-c3ccc(NC(C)=O)cc3)n2C)cc1,-0.4,2.6
COCC(=O)N(C)C[C@@H]1Oc2ncc(C#Cc3ccccc3OC)cc2C(=O)N([C@@H](C)CO)C[C@H]1C,-0.7,-16.4
O=C(Cc1ccccn1)N[C@@H]1CC[C@@H](CC(=O)N2CCCCC2)O[C@@H]1CO,-0.1,4.7
COc1ccc(NC(=O)Nc2ccc3c(c2)[C@H]2C[C@H](CC(=O)NCc4ccccn4)O[C@H](CO)[C@H]2O3)cc1,1.0,-1.8
CC(C)(C)OC(=O)NC1(/C=N/NC(=O)CCCCCCC(=O)NO)CCCC1,0.2,-0.8
COC(=O)C[C@@H]1C[C@@H]2c3cc(NC(=O)c4cccnc4)ccc3O[C@@H]2[C@H](CO)O1,-0.1,-2.4
COc1ccc(NC(=O)Nc2cccc3c2O[C@H](CN(C)S(=O)(=O)c2ccc(OC)cc2)[C@H](C)CN([C@@H](C)CO)C3=O)cc1,-1.5,.
C[C@@H]1CN([C@@H](C)CO)C(=O)c2cc(NC(=O)NC3CCCCC3)ccc2O[C@@H](C)CCCCO[C@@H]1CN(C)Cc1ccncc1,0.2,4.7
COc1ccc(C#Cc2ccc3c(c2)O[C@@H](CN(C)C(=O)Nc2cccc(OC)c2)[C@H](C)CN([C@H](C)CO)S3(=O)=O)cc1,.,-22.7
CC1(C)CC(=O)C2=C(C1)Nc1ccccc1N(C(=S)NCc1ccco1)C2c1cccnc1 (centres undefined),5.3,.
C[C@@H]1CN([C@@H](C)CO)C(=O)c2cc(-c3cccc(F)c3)cnc2O[C@H]1CN(C)Cc1ccncc1,-0.8,-6.0
CC(C)CC#Cc1ccc2c(c1)O[C@H](CN(C)C(=O)c1cnccn1)[C@@H](C)CN([C@@H](C)CO)S2(=O)=O,-0.4,-5.0
CN1CCc2ccccc2Cc2[nH]c3ccccc3c2CC1,-0.1,.
COc1ccccc1-c1ccc2c(c1)O[C@@H](CN(C)C(=O)Nc1ccccc1)[C@@H](C)CN([C@@H](C)CO)S2(=O)=O,-2.5,.
C[C@H](O)C#Cc1cnc2c(c1)C(=O)N([C@H](C)CO)C[C@@H](C)[C@H](CN(C)C(=O)c1ccncc1)O2,1.4,-1.5
Cc1noc(C)c1NC(=O)N(C)C[C@@H]1OCc2cn(nn2)CCCC(=O)N([C@@H](C)CO)C[C@H]1C,0.3,-2.5
COCC#Cc1cnc2c(c1)C(=O)N([C@H](C)CO)C[C@@H](C)[C@H](CN(C)C)O2,-0.6,0.9
C[C@@H]1CN([C@H](C)CO)C(=O)c2cccc(NC(=O)C3CCOCC3)c2O[C@H]1CN(C)Cc1ccc(-c2ccccc2)cc1,-2.3,-14.7
COc1cc(/C=N/NC(=O)CCCCCC(=O)NO)ccc1O,-1.1,7.6
CC(C)NC(=O)N[C@H]1CC[C@H](CCNC(=O)C2CC2)O[C@H]1CO,0.0,-4.3
CC(C)(Oc1ccc(Cl)cc1)C(=O)Nc1cccc(-c2nc3ncccc3o2)c1,-0.2,11.0
C[C@@H]1CN([C@H](C)CO)C(=O)Cc2cc(NC(=O)CCN3CCOCC3)ccc2O[C@H]1CN(C)Cc1ccc(Cl)c(Cl)c1,1.6,-2.1
C[C@H]1CN([C@@H](C)CO)C(=O)Cc2cc(NC(=O)C3CC3)ccc2O[C@@H]1CN(C)S(=O)(=O)c1cccs1,?,.
C[C@H](O)C#Cc1cnc2c(c1)C(=O)N([C@@H](C)CO)C[C@@H](C)[C@@H](CN(C)C(=O)CN1CCOCC1)O2,0.1,5.8
CO[C@H]1CN(C)C(=O)c2cc(NC(=O)c3ccccc3)ccc2OC[C@H](C)N(CC2CC2)C[C@H]1C,.,-5.9
C[C@H](CO)N1C[C@H](C)[C@H](CN(C)CC2CC2)Oc2c(NC(=O)c3nc4ccccc4s3)cccc2C1=O,-3.8,-17.5
C[C@@H]1CN([C@@H](C)CO)C(=O)c2cc(-c3ccc(C#N)cc3)cnc2O[C@@H]1CN(C)C(=O)Nc1ccc(F)cc1,-0.7,.
COc1ccc(-c2cc3ccccc3oc2=O)cc1NC(=O)COc1ccc(C(C)(C)C)cc1,-0.1,-5.3
CCC(=O)N1C[C@H](C)[C@@H](OC)CN(C)C(=O)c2cc(NC(=O)NC(C)C)ccc2OC[C@@H]1C,-0.1,-9.2
CC(C)(C)c1cc(C(=O)/C=C/c2ccc(C(=O)O)cc2)cc(C(C)(C)C)c1,0.3,.
C[C@H]1CN([C@@H](C)CO)C(=O)c2cccc(NC(=O)c3nc4ccccc4s3)c2O[C@H]1CN(C)Cc1ccccc1,.,12.3
CC(C)NC(=O)N(C)C[C@H]1OCCCC[C@@H](C)Oc2ccc(NS(=O)(=O)c3ccccc3)cc2C(=O)N([C@@H](C)CO)C[C@H]1C,1.2,.
Cn1c(SCC(=O)Nc2ccnc3ccccc23)nnc1-c1ccncc1,0.2,0.2
FC(F)(F)c1cc(N2CCCCC2)c2cccc(Cl)c2n1,0.6,23.0
C[C@@H]1CCCCO[C@H](CN(C)Cc2ccncc2)[C@H](C)CN([C@H](C)CO)C(=O)c2cc(NS(=O)(=O)c3ccccc3)ccc2O1,11.1,.
C[C@H](CO)N1C[C@H](C)[C@H](CN(C)Cc2ccccc2)Oc2c(NC(=O)Nc3ccc(C(F)(F)F)cc3)cccc2C1=O,1.3,.
COc1ccc(NC(=O)N(C)C[C@@H]2Oc3ccc(NC(=O)CCC(F)(F)F)cc3CC(=O)N([C@H](C)CO)C[C@@H]2C)cc1,.,-12.8
O=C(C[C@H]1C[C@@H]2c3cc(NC(=O)C4CCC4)ccc3O[C@@H]2[C@@H](CO)O1)NCC1CC1,0.2,-1.6
C[C@H]1CN([C@@H](C)CO)C(=O)c2cc(NC(=O)CCC(F)(F)F)ccc2O[C@H]1CN(C)Cc1ccc(C(=O)Nc2ccccc2N)cc1,0.4,-0.4
CC(C)C#Cc1cnc2c(c1)C(=O)N([C@H](C)CO)C[C@H](C)[C@H](CN(C)C(=O)C1CCC1)O2,2.0,-2.7
COc1ccc(S(=O)(=O)N(C)C[C@H]2Oc3ccc(NC(=O)C4CCCCC4)cc3CC(=O)N([C@@H](C)CO)C[C@H]2C)cc1,1.7,-17.5
C[C@H](CO)N1C[C@H](C)[C@@H](CN(C)S(=O)(=O)c2cccs2)Oc2ccc(NS(=O)(=O)c3ccc(F)cc3)cc2CC1=O,0.0,.
CCCCN(CCCC)c1ccc(/C=N/NC(=O)CCCCCCC(=O)Nc2ccccc2O)cc1,.,-4.1
O=C(CSc1nc(-c2ccccc2)c2cc(Cl)ccc2n1)N1N=CCC1c1ccccc1 (centres undefined),0.1,1.1
C[C@@H]1CN([C@@H](C)CO)C(=O)c2cc(NC(=O)Nc3ccccc3)ccc2O[C@H]1CN(C)Cc1ccc(Cl)c(Cl)c1,-0.5,.
C[C@@H]1CCCCO[C@@H](CN(C)Cc2ccc3c(c2)OCO3)[C@H](C)CN([C@H](C)CO)C(=O)c2cc(NS(=O)(=O)c3ccc(F)cc3)ccc2O1,1.0,.
CCNC(=O)C[C@@H]1CC[C@@H](NS(=O)(=O)c2ccc(F)cc2)[C@H](CO)O1,-0.1,8.8
COCC(=O)N(C)C[C@H]1Oc2cc(-c3ccccc3F)ccc2S(=O)(=O)N([C@H](C)CO)C[C@H]1C,-0.1,21.2
C[C@@H]1CN([C@H](C)CO)C(=O)c2cc(NC(=O)CCCCCC(=O)Nc3ccccc3N)ccc2O[C@@H](C)CCCCO[C@H]1CN(C)Cc1ccc(Cl)c(Cl)c1,3.1,.
C[C@@H]1CCCCO[C@@H](CN(C)C(=O)c2ccccc2)[C@@H](C)CN([C@@H](C)CO)C(=O)c2cc(NS(=O)(=O)c3cccs3)ccc2O1,2.0,.
COc1cccc(C(=O)Nc2ccc3c(c2)C(=O)N(C)C[C@H](OC)[C@@H](C)CN(C(=O)C2CCCC2)[C@@H](C)CO3)c1,0.1,-8.3
COc1cccc(-c2cn(CC[C@H]3CC[C@H](NS(=O)(=O)Cc4ccccc4)[C@@H](CO)O3)nn2)c1,-0.8,-6.6
O=C(C[C@@H]1CC[C@H](NC(=O)C2CCC2)[C@@H](CO)O1)NCCCN1CCOCC1,0.0,6.5
Cc1ccc(N(C(C)C(=O)Nc2cc(C(F)(F)F)ccc2Cl)S(C)(=O)=O)cc1C (centres undefined),-0.3,9.7
C[C@H](CO)N1C[C@H](C)[C@@H](CN(C)C(=O)C2CC2)Oc2cc(C#Cc3ccncc3)ccc2S1(=O)=O,.,7.6

# Among those listed so far, these contain a thiophene ring, fused or not:
SMILES,IDH1 R132H inh,EZH2 inh
CSc1nc(SCC(=O)Nc2cccc(C)c2)c2c3c(sc2n1)CCCC3,0.1,2.9
C[C@H]1CN([C@@H](C)CO)C(=O)Cc2cc(NC(=O)C3CC3)ccc2O[C@@H]1CN(C)S(=O)(=O)c1cccs1,?,.
C[C@H](CO)N1C[C@H](C)[C@@H](CN(C)S(=O)(=O)c2cccs2)Oc2ccc(NS(=O)(=O)c3ccc(F)cc3)cc2CC1=O,0.0,.
C[C@@H]1CCCCO[C@@H](CN(C)C(=O)c2ccccc2)[C@@H](C)CN([C@@H](C)CO)C(=O)c2cc(NS(=O)(=O)c3cccs3)ccc2O1,2.0,.

# Next part:
SMILES,IDH1 R132H inh,EZH2 inh
O=C(OCc1nc2ccccc2s1)c1ccc([N+](=O)[O-])cc1,-0.1,5.7
CO[C@H]1CN(C)C(=O)c2ccc(NC(=O)C3CC3)cc2OC[C@@H](C)N(C(=O)c2ccccc2F)C[C@@H]1C,0.3,-2.3
Cc1ccc(NC(=O)C(C)N(c2ccc(Cl)cc2)S(C)(=O)=O)c(C)c1 (centres undefined),0.1,.
COc1ccc(NC(=O)Nc2cccc3c2O[C@H](CN(C)C)[C@@H](C)CN([C@H](C)CO)C3=O)cc1,0.3,-1.4
O=C(NCCc1c[nH]c2ccccc12)Nc1cccc2ccccc12,0.3,-2.0
c1coc(CNc2ncnc3c2sc2nc(N4CCOCC4)c4c(c23)CCC4)c1,0.4,.
C[C@@H](NC(=O)C[C@@H]1C[C@H]2c3cc(NC(=O)C4CCC4)ccc3O[C@H]2[C@H](CO)O1)c1ccccc1,0.1,-4.8
C[C@H]1CN([C@@H](C)CO)C(=O)c2cc(-c3ccccc3)cnc2O[C@H]1CN(C)C(=O)Cc1ccccn1,0.5,4.7
C=CCOc1ccccc1/C=N/NC(=O)CCCCC(=O)NO,.,14.1
O=C(N[C@@H]1CC[C@@H](CCNS(=O)(=O)c2cccc(Cl)c2)O[C@H]1CO)c1ccccc1,-0.2,1.1
CC(C)NC(=O)N(C)C[C@@H]1Oc2cc(C#C[C@@H](C)O)ccc2S(=O)(=O)N([C@@H](C)CO)C[C@H]1C,.,13.1
O=C(Cc1ccncc1)NCC[C@H]1CC[C@@H](NC(=O)C2CC2)[C@H](CO)O1,-0.2,3.2
C[C@H](CO)N1C[C@H](C)[C@@H](CN(C)C(=O)NC2CCCC2)Oc2ncc(C3=CCCCC3)cc2C1=O,.,17.9
COc1cc2cc(Oc3ccc4ccc(=O)oc4c3)c(=O)oc2cc1OC1OC(COC(=O)CC(C)(O)CC(=O)O)C(O)C(O)C1O (centres undefined),-0.3,.
C[C@@H]1CN([C@@H](C)CO)C(=O)c2cc(C3=CCCCC3)cnc2O[C@@H]1CN(C)C(=O)Cc1ccncc1,.,-18.6
COc1ccc(NC(=O)Nc2ccc3c(c2)OC[C@H](C)NC[C@@H](C)[C@H](OC)CN(C)C3=O)cc1,-0.4,1.5
CCCNC(=O)N(C)C[C@@H]1Oc2ncc(C#CCC3CCCC3)cc2C(=O)N([C@@H](C)CO)C[C@H]1C,-4.9,-15.3
CC(C)NC(=O)N(C)C[C@@H]1Oc2ncc(-c3cccc(C#N)c3)cc2C(=O)N([C@H](C)CO)C[C@H]1C,-0.2,32.6
C[C@H](CO)N1C[C@H](C)[C@@H](CN(C)Cc2ccccc2)Oc2c(NS(=O)(=O)c3cccs3)cccc2C1=O,.,-1.7
COc1ccc2[nH]cc(CCNC(=O)c3ccc(Cl)cc3)c2c1,-0.6,-0.4
C[C@@H]1CN([C@@H](C)CO)C(=O)c2cc(-c3ccc(F)cc3)cnc2O[C@H]1CN(C)C(=O)NC1CCCC1,0.0,.
C[C@H]1CN([C@@H](C)CO)C(=O)c2c(c3ccccc3n2C)-c2ccccc2CO[C@@H]1CN(C)C(=O)[C@H](Cc1ccccc1)N(C)C,.,-12.3
COc1c(O)cc2oc(-c3ccc(O)cc3)cc(=O)c2c1O,10.1,.

# Compound profiles, from the list above. Order of screens: IDH1 R132H inh | EZH2 inh
# CC(C)NC(=O)N(C)C[C@@H]1Oc2ncc(-c3cccc(C#N)c3)cc2C(=O)N([C@H](C)CO)C[C@H]1C as listed: -0.2 | 32.6
# C[C@H]1CN([C@@H](C)CO)C(=O)c2c(c3ccccc3n2C)-c2ccccc2CO[C@@H]1CN(C)C(=O)[C@H](Cc1ccccc1)N(C)C as listed: . | -12.3

# Screening results from PubChem BioAssay.
